Bioassay records: PubChem, National Center for Advancing Translational Sciences (NCATS)
aSyn tox rescue: inhibitors of alpha-synuclein toxicity in yeast; S. cerevisiae alpha-synuclein toxicity rescue, BacTiter-Glo growth, 24 h; Potency, µM (doses to about 46.1 µM), without a hit: at the top dose growth rescue (activation), usual class: activators; hit rate 0.02% among 94,000; active means well fitted activation curve with a large enough effect; further: 0% is about no effect
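Growth restoration measured by BacTiter-Glo luminescence after 24 hr at 30 deg C; alpha-synuclein yeast, raffinose-pregrown to mid-log, were added at OD600=0.02 in galactose medium onto pinned compounds.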
Numbers without * were called inactive; & = joins results of further samples. Potency means the concentration at half of the fitted maximal effect.

SMILES	aSyn tox rescue
COc1ccccc1CNC(=O)C(=O)NCC(c1ccco1)S(=O)(=O)c1ccc(C)cc1 (stereo unspecified)	5.6%
COc1cccc(Nc2sc(C(=O)c3ccc4c(c3)OCO4)c(N)c2S(=O)(=O)c2ccccc2)c1	-8.6%
O=C(Nc1cccc(Cl)c1)Nc1cccc(C(=O)O)c1	0.7%
COc1cc(C(C)=O)ccc1OCC(=O)N1CCC(Cc2ccccc2)CC1	1.4%
CCCC(C(=O)NC(C)(C)C)N(CCN1CCOCC1)C(=O)CNS(=O)(=O)c1ccccc1 (stereo unspecified)	-1.7%
O=C(NCc1ccc(Cl)cc1)c1nccnc1CO	4.1%
Cc1c(C(=O)N2CCC(C)CC2)c(S(=O)(=O)N(Cc2ccccc2)C(C)(C)C)c(C)n1C	1.1%
CCCCc1ccc(NC(=O)c2ccc(N(C)S(C)(=O)=O)cc2)cc1	-12.3%
Cc1nc(N)sc1N=Nc1c(C)n(C)n(-c2ccccc2)c1=O	-4.6%
CCOC(=O)c1c(-c2ccccc2)oc2ccc(OCC(O)CN(C)C)cc12 (stereo unspecified)	2.2%
CCOc1ccc(NC(=O)Cn2c(=O)n(-c3cccc(OC)c3)c(=O)c3c4c(sc32)CCCC4)cc1	-1.0%
CCOc1ccccc1CNC(=O)c1ccc(N2Cc3ccccc3Oc3ncccc32)s1	-2.9%
Cc1cccc(OCC(=O)OC(C)C(=O)Nc2ccc(Cl)cn2)c1 (stereo unspecified)	16.2%
CCCCN1C(=O)C(CC(=O)NCCCN(C)C)CC(C(=O)N(CC)CC)=C1C (stereo unspecified)	3.6%
O=C(CSc1nnc(-c2cccs2)o1)Oc1ccc(Cl)cc1	-12.2%
CCCCOc1ccc(C(=O)NCC(=O)NCC(c2ccc(F)cc2)N2CCOCC2)cc1 (stereo unspecified)	10.1%
CCN(Cc1ccccc1)S(=O)(=O)c1ccc2c(c1)CCCN2C(C)=O	3.8%
CCOc1ccc(OCC)c(Nc2cc(C)nc3ncnn23)c1	5.2%
CCCN(C(=O)COC(=O)CSc1ccc(C(N)=O)cc1[N+](=O)[O-])C1CCS(=O)(=O)C1 (stereo unspecified)	-4.2%
O=C(CNC(=O)C1CCCCC1)NCc1ccco1	-7.1%
CCOC(=O)c1[nH]c(C)c(CCC(=O)NCc2ccc(OCC)cc2)c1C	-1.8%
CNC(=S)N(Cc1ccc(OC)cc1)Cc1cc2cccc(C)c2[nH]c1=O	-0.5%
O=C(CN1CCN(C(=O)CCC(=O)N2CCC(c3ccccc3)=N2)CC1)Nc1cccc(F)c1	1.2%
CCC(=O)OCc1cc(=O)oc2ccc3ccccc3c12	-0.7%
CCn1c(SCC(=O)NC2CC2)nc2ccccc21	3.5%
O=C(NCCc1cn2ccccc2n1)C1CCCCC1	1.6%
COc1ccc(CCNc2ccc(S(=O)(=O)N3CCN(C)CC3)cc2[N+](=O)[O-])cc1	0.9%
CCOC(=O)N1CCC(NC(=O)c2ccc(CS(=O)(=O)c3c(Cl)cccc3Cl)o2)CC1	-13.8%
CN(C)C1(CNC(=O)c2cccc(S(=O)(=O)Nc3ccc(Br)cc3)c2)CCCCC1	-1.3%
CCOc1ccccc1N(CC(=O)Nc1ccccc1C(=O)N1CCCC1)S(C)(=O)=O	-13.5%
COc1ccccc1-c1nnc(SCC(=O)Nc2ccc3[nH]c(=O)[nH]c3c2)n1N	0.6%
CSCCC(NC(=O)c1ccco1)C(=O)Nc1cc(C)ccn1 (stereo unspecified)	4.9%
Cc1ccc(S(=O)(=O)N2CCCC(C(=O)NCc3ccccc3F)C2)cc1 (stereo unspecified)	-5.5%
COC(=O)c1c(C)[nH]c(C(=O)OCC(=O)N(CC(C)C)c2c(N)n(Cc3ccccc3)c(=O)[nH]c2=O)c1C	2.1%
Cc1ccc(S(=O)(=O)N(C)C)cc1NC(=O)Nc1ccccc1	-2.6%
Cc1ccc(OCC(=O)NCCO)c(Br)c1	9.8%
Cc1ccc(NC(=O)CN2CCN(C(=O)C3CC3)CC2)c(F)c1	-7.0%
COc1ccc(N2CCN(C(=O)CN(C)S(=O)(=O)c3cccs3)CC2)cc1	-1.7%&3.2%
COCCn1c(-c2ccccc2)c(C)n2c3c(=O)n(C)c(=O)n(C)c3nc12	1.6%
Cc1ccc(S(=O)(=O)c2cn(Cc3ccccc3F)c3cc4c(cc3c2=O)OCO4)cc1	-2.4%

Shown as a markdown table: 13 of the compounds above.
| compound | aSyn tox rescue |
| --- | --- |
| COc1ccccc1CNC(=O)C(=O)NCC(c1ccco1)S(=O)(=O)c1ccc(C)cc1 (stereo unspecified) | 5.6% |
| COc1cccc(Nc2sc(C(=O)c3ccc4c(c3)OCO4)c(N)c2S(=O)(=O)c2ccccc2)c1 | -8.6% |
| O=C(Nc1cccc(Cl)c1)Nc1cccc(C(=O)O)c1 | 0.7% |
| COc1cc(C(C)=O)ccc1OCC(=O)N1CCC(Cc2ccccc2)CC1 | 1.4% |
| CCCC(C(=O)NC(C)(C)C)N(CCN1CCOCC1)C(=O)CNS(=O)(=O)c1ccccc1 (stereo unspecified) | -1.7% |
| O=C(NCc1ccc(Cl)cc1)c1nccnc1CO | 4.1% |
| Cc1c(C(=O)N2CCC(C)CC2)c(S(=O)(=O)N(Cc2ccccc2)C(C)(C)C)c(C)n1C | 1.1% |
| CCCCc1ccc(NC(=O)c2ccc(N(C)S(C)(=O)=O)cc2)cc1 | -12.3% |
| Cc1nc(N)sc1N=Nc1c(C)n(C)n(-c2ccccc2)c1=O | -4.6% |
| CCOC(=O)c1c(-c2ccccc2)oc2ccc(OCC(O)CN(C)C)cc12 (stereo unspecified) | 2.2% |
| CCOc1ccc(NC(=O)Cn2c(=O)n(-c3cccc(OC)c3)c(=O)c3c4c(sc32)CCCC4)cc1 | -1.0% |
| CCOc1ccccc1CNC(=O)c1ccc(N2Cc3ccccc3Oc3ncccc32)s1 | -2.9% |
| Cc1cccc(OCC(=O)OC(C)C(=O)Nc2ccc(Cl)cn2)c1 (stereo unspecified) | 16.2% |

Next part.
SMILES	aSyn tox rescue
Cc1cc2c(cc1S(=O)(=O)NCc1ccc(Cl)cc1)OCC(=O)N2	4.8%
COc1cc(OC)cc(C(=O)NCCc2csc(-c3ccc(C(F)(F)F)cc3)n2)c1	-10.1%
Nc1ncc(-n2cncn2)c(-c2ccccc2)n1	2.5%
CCOC(=O)CC(NC(=O)c1cc2cc(Cl)ccc2oc1=O)c1ccc(C)cc1 (stereo unspecified)	3.7%
CCCCn1c(N)c(N(CC(C)C)C(=O)CC2CCCC2)c(=O)[nH]c1=O	-5.8%
CCOC(=O)c1cccc(S(=O)(=O)N2CCOCC2)c1	-10.3%
Cc1cccn2c(=O)c(C(=O)NCCCN3CCCCC3C)c(O)nc12 (stereo unspecified)	-6.5%
CCCCn1c(N)c(N(CC(C)C)C(=O)c2cccc(S(=O)(=O)N3CC(C)OC(C)C3)c2)c(=O)[nH]c1=O (stereo unspecified)	1.2%
Cc1ccc(Nc2nnc(C)c(=O)[nH]2)cc1	-11.1%
COc1ccc2cc(C(=O)/C=C/c3cc(OC)c(O)c(OC)c3)ccc2c1	10.3%
Cc1cccc(C)c1OCC(=O)N/N=C/c1cccnc1	-8.9%
CCC(O)c1cnc(OCc2ccccc2)nc1OCc1ccccc1 (stereo unspecified)	12.6%
CC1=C(C(=O)NCc2ccccc2F)C2(CCCCC2)OC1=O	-10.9%
O=C(NCC(c1ccco1)N1CCN(c2ccccc2F)CC1)C(=O)NC1CC1 (stereo unspecified)	-0.9%
CC1CCCCN1c1nnc(NC(=O)Nc2ccccc2F)s1 (stereo unspecified)	-10.7%
CCCCc1nn2c(=O)cc(COC(=O)c3ccccc3NC(=O)c3ccccc3OC)nc2s1	-1.3%
CCC(C)NC(=O)Cn1ccc2cc(S(=O)(=O)N3CCCCC3)ccc21 (stereo unspecified)	-4.8%
COc1cccc(CCNC(=O)c2cc(COc3ccc(C)c(C)c3)on2)c1OC	-5.0%
Cc1ccc(N(CC(=O)Nc2cc(C)ccc2C)S(=O)(=O)c2c(C)noc2C)cc1	1.9%
CCCc1nc2sc3c(N4CCCCC4)ncnc3c2c2c1CCCC2	0.3%
COc1ccc(-c2csc(Nc3ccccc3)[n+]2Cc2ccccc2)cc1	-3.5%
Cc1cc(C)c(S(=O)(=O)Nc2cc(Cl)c3oc4c(c3c2)C(=O)CCC4)cc1C	-12.7%
CN(C)CCNC(=O)c1ccc2c(c1)N(Cc1c(F)cccc1Cl)C(=O)c1ccccc1S2	12.8%
CCOC(=O)c1ccc(NC(=O)c2c(NCc3cc(OC)ccc3OC)sc3c2CCC3)cc1	-16.0%
Cc1ccc(CCNC(=O)C2CCCN(S(=O)(=O)c3c(C)noc3/C=C/N(C)C)C2)cc1 (stereo unspecified)	-7.1%
O=[N+]([O-])c1cc(C(F)(F)F)ccc1N1CCCC(O)C1 (stereo unspecified)	-10.8%
CC(C)C1C(=O)N(Cc2cn(CCC3OCCCO3)nn2)CCS(=O)(=O)N1Cc1ccc(-c2ccc(Cl)cc2)cc1 (stereo unspecified)	2.3%
COc1ccc(S(=O)(=O)NCCSCc2ccc(Cl)cc2)cc1NC(C)=O	-6.8%
O=S(=O)(Nc1ccc(-c2cn3c(n2)SCC3)cc1)c1cc(F)ccc1F	-8.9%
O=C(Nc1ccc(NC(=O)c2cccs2)cc1)c1cccc(Br)c1	1.1%
Cc1ccc(S(=O)(=O)CCC(=O)OC(C)C(=O)N2CCc3ccccc32)cc1 (stereo unspecified)	1.5%
COc1cc(CNC[C@H]2O[C@@H](n3cc(C)c(=O)[nH]c3=O)C[C@@H]2O)ccc1OCc1cccc(Cl)c1	2.2%
COc1cc(OC)cc(C(=O)Nc2ccc3c(c2)OCCO3)c1	-19.5%
COC(=O)C1C(=O)C=C(Nc2ccc(F)cc2)CC1c1ccc(OC)cc1 (stereo unspecified)	-1.7%
Cc1cc(O)c(C(c2cccc(Cl)c2)N2CCN(c3ccccc3)CC2)c(=O)n1Cc1ccco1 (stereo unspecified)	5.1%
CCN1CCC(N(Cc2cccc(OC)c2)C(=O)Nc2ccc(C)cc2Cl)CC1	0.2%
Cc1ccc(Cn2c(SCc3ccc(C(=O)N4CCCCCC4)cc3)nc3ccncc32)cc1	2.2%
O=C(NCc1ccccc1)C1CNCC(C(=O)NCc2ccccc2)C1 (stereo unspecified)	-2.2%
Cc1nc2c(-c3ccccc3)c(C)[nH]n2c(=O)c1Cc1ccc(C(C)C)cc1	-5.1%
O=C(Cn1cc([N+](=O)[O-])cn1)NC1CCCCCC1	-16.8%
Cc1ccc(NC(=O)C2CCN(c3ncnc4sc(C)c(C)c34)CC2)cc1S(=O)(=O)N(C)C	7.2%
COc1ccc(NC(=O)COc2nc3ccccc3nc2N2CCOCC2)c(OC)c1	-1.5%
CCOC(=O)Cn1c(=O)oc2cc(S(=O)(=O)N(C)c3cccc(C)c3)ccc21	5.1%
Cc1ccc(CNC(=O)CCCC(=O)Nc2cc(C)on2)cc1	1.6%
Cc1cccc(Cn2c(CNS(=O)(=O)c3ccc(C(C)C)cc3)nc3cccnc32)c1	2.0%
COC(=O)c1ccc(NC(=O)C(C)Sc2nc(=O)cc(N)n2CCc2ccccc2)cc1 (stereo unspecified)	-3.7%
O=C1NC(Cc2ccc(O)cc2)c2nc3cc(F)ccc3c(=O)n2-c2cc3ccccc3cc21 (stereo unspecified)	-6.9%
COc1ccccc1NC(=O)COC(=O)CC(C)(C)CC1=NS(=O)(=O)c2ccccc2N1	1.4%
COc1ccc(C2C(=O)N(C3CCC(C)CC3)CC(=O)N2C2CCCCC2)cc1OC (stereo unspecified)	7.5%
COc1cccc(C(=O)OCC(=O)NC(=O)NC2CCCC2)c1O	1.9%
CCCNS(=O)(=O)c1cc(-c2nnc3c4ccccc4c(C)nn23)ccc1OC	-1.0%
CCOc1ccc(NC(=O)c2oc3ccccc3c2NC(=O)C2CCCCC2)cc1	4.0%
CC1(C)CC(=O)C(Sc2ccc(Br)cc2)=C(O)C1	17.5%
COc1ccc(C(=O)Nc2nnc(S(=O)(=O)N3CCN(c4ccc(C)cc4)CC3)s2)cc1	5.3%
COc1ccccc1NC(=S)NC(=O)/C=C/c1cccs1	0.4%
CCOc1cc2c(cc1OCC)C(CC(=O)OC)N(C(=O)Nc1cc(C)cc(C)c1)CC2 (stereo unspecified)	1.2%
Cc1cccc(C)c1NC(=O)CN(C)C(=O)C1CCN(c2ncnc3sc(C)c(C)c23)CC1	8.0%
CCc1c(C)nc2nncn2c1Nc1ccc(Cl)cc1	3.5%
CCSc1nnc(NC(=O)c2cc(-c3ccccc3O)n[nH]2)s1	-2.8%
O=C(COC(=O)Cc1c(Cl)cccc1Cl)NCc1ccccc1	10.6%
Other structures.
SMILES	aSyn tox rescue
O=C(CSc1c2c(nc3cc(Cl)ccc13)CCCC2)N1CCN(c2ccccc2F)CC1	2.2%
COc1ccc(Oc2c(OC)cc(NCc3ccc(CN)cc3)c3ncccc23)cc1	-1.8%
COc1ccc(Cl)cc1NC(=O)C1CCN(S(=O)(=O)c2ccc3c(c2)CC(C)N3C(C)=O)CC1 (stereo unspecified)	-6.6%
Cc1ccc(N2CCN(C(=O)c3c(C)oc4ncn(CC(C)C)c(=O)c34)CC2)c(C)c1	5.9%
CCOC(=O)c1c(C)[nH]c(C)c1S(=O)(=O)N1CCC(C(=O)N2CCN(c3cccc(C)c3)C(C)C2)CC1 (stereo unspecified)	-1.4%
COc1ccc(S(=O)(=O)NCCc2csc3nc(-c4ccc(OC)c(OC)c4)nn23)cc1C	7.4%
CCc1cccc(-n2nnc(-c3nsc(NC(=O)c4cccc(OC)c4)n3)c2C)c1	7.5%
CC(C)(C)NC(=S)N1CCC2CC1c1c(Cl)cccc12 (stereo unspecified)	-8.1%
CC(NC(=O)C1CCCN1C(=O)c1cccs1)c1ccc(Cl)cc1Cl (stereo unspecified)	-3.2%
CCCc1cc(=O)[nH]c(SCC(=O)NC2CCCc3ccccc32)n1 (stereo unspecified)	8.7%
COc1ccc2cc(CNc3ccccc3)c(=O)n(CC(=O)Nc3ccc(C(C)=O)cc3)c2c1	-8.7%

The list is partial; the hit share may differ from the screen's.
